# High-throughput results: PubChem BioAssay, several laboratories
# TNAP act mid DEA: human TNAP activation, intermediate phosphate acceptor; P05186; purified TNAP, CDP-star luminescence, 100 mM DEA, 30 min; stronger effect = higher value; scale: 0 levamisole-inhibited, 1 vehicle-only enzyme; activation factor at 20 µM; 64,000 tested, under 10 active; AID 813;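 active = activation factor of at least 2 at 20 µM, relative to controls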
# Autofluor 339: intrinsic fluorescence of library compounds, ex339/em460 – biochemical, MLSMR library, data from DPM-DC assay, artefact control, profiling panel. fluorescence fold increase at 10 µM. AID 709. compound autofluorescence, ex339/em460 nm, NADH buffer; stronger effect = higher value; 1 = no-compound wells, NADH background. hit rate 5.5% among 65,000;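 active = at 10 µM, mean starting fluorescence two-fold or more over control wells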;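 also: signal is the first read of a kinetic run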
# MMP-13 inhibitor: MMP13 (human) collagenase inhibition; inhibition, % at 4 µM; AID 570; hit rate 0.07% among 65,000; P45452; MMP-13 fTHP FRET cleavage, Mca fluorescence;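 active = inhibition above the mean of compound-free control plate wells plus 3 SD, cut at about 14% in these data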;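 also: 0% = DMSO wells and 100% = wells with reference MMP-13 inhibitor after basal subtraction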
# Abs 340nm: compounds absorbing at 340 nm; compound absorbance at 340 nm, fold over control; fold change at 10 µM; 65,000 tested, under 10 active;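 active = at 10 µM dose, initial 340 nm absorbance at least 2 fold that of control wells; inactive = change under 2 fold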;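 also: initial absorbance extrapolated from kinetic A340 decline of NADH oxidation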
# 5HT1a antag: antagonists of human 5-HT1a serotonin receptor; P08908; CHO 5-HT1a Ga15 NFAT-bla reporter, antagonist mode; inhibition, % at 10 µM; hit rate 0.68% among 62,000;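 active = inhibition above the mean of all tested compounds plus 3 SD, cut at about 43% in these data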;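 also: receptor stimulated by 5-CT agonist at 100 nM near EC80; beta-lactamase reporter measured by ratiometric fluorescence of a cleavable substrate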
# Target sequence (P08908 whole entry, looked up): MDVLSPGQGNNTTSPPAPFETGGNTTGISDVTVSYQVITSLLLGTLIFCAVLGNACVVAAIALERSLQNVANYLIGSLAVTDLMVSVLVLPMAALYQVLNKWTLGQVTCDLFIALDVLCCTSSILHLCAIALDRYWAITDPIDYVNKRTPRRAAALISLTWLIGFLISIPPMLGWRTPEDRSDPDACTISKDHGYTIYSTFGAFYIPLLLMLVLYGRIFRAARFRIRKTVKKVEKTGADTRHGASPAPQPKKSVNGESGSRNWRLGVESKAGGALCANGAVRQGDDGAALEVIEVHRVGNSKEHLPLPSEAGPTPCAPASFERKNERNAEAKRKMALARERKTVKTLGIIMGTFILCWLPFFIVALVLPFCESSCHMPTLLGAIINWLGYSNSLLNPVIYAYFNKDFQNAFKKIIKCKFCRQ
# RORA act: activators of human nuclear receptor RORA; P35398; CHO-K1 Gal4-RORA LBD luciferase reporter, luminescence; percent increase over mock-subtracted basal signal; activation, % at 10 µM; hit rate 1.5% among 65,000;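 active = activation above the mean of all tested compounds plus 3 SD, cut at about 49% in these data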;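 also: 0% = DMSO-treated RORA cells and 100% = added signal equal to DMSO minus mock-transfected cells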
# HTR1A agonist: 5-HT1a (human) receptor agonism; hit rate 0.56% among 65,000; P08908; activation, % at 10 µM; CHO 5-HT1a Ga15 NFAT-bla reporter, FRET ratio; 0% basal, 100% maximal reference agonist;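 active = activation above the screen-wide mean activation plus 3 SD, cut at about 19% in these data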;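 also: 0% = DMSO wells and 100% = 5-CT at EC100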
# NADH coupling: blocks coupling enzymes of NAD/NADH assays; IC50, µM (highest dose often 10 µM), for inactives: at the highest dose inhibition; hit rate 0.02% among 65,000; coupled PK/LDH NADH assays, four targets;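 active = single-dose screening hits from any of four coupled enzyme assays that gave an IC50 when retested across doses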;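 also: the DPM-DC format reads NADH fluorescence rather than 340 nm absorbance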
# SF-1 act: activators of human nuclear receptor SF-1 | hit rate 1.9% among 65,000 | Q13285 | CHO-K1 Gal4-SF-1 LBD luciferase reporter; % increase over DMSO SF-1-specific signal | activation, % at 10 µM | AID 522;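 active = activation above the mean activation of all tested compounds plus 3 SD, cut at about 50% in these data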
# Target sequence (Q13285 whole entry, looked up, the tested form may be a part): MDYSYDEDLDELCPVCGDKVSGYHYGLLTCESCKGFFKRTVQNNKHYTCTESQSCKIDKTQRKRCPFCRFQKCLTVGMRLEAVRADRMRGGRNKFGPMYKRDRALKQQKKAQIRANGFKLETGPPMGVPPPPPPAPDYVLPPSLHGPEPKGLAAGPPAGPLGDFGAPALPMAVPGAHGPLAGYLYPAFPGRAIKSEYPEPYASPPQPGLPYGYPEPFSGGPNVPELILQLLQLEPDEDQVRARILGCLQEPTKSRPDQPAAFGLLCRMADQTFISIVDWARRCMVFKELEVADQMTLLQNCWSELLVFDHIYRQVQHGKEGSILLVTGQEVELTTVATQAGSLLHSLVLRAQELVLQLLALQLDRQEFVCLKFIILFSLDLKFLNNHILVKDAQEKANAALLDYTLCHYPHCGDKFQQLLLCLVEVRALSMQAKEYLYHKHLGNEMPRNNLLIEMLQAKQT
#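 Material: Transient Gal4-SF-1 LBD reporter, CHO-K1 | Input: 4,000 cells/well | Dosing: One dose, 10 µM compound, 1% DMSO | Incubation: 20 h compound treatment, 37 °C | Detection: SteadyLite luciferase luminescence | Evaluation: Percent activation relative to DMSO median and mock-transfected background | Benchmarks: DMSO-treated SF-1-transfected cells as negative, DMSO-treated mock-transfected cells lacking SF-1 as background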
# * = called active by the depositor; / = not tested or not shown; [ ] = remark or other dose. Rows are unselected; overall some 8.9% were active at least once.
SMILES,TNAP act mid DEA,Autofluor 339,MMP-13 inhibitor,Abs 340nm,5HT1a antag,RORA act,HTR1A agonist,NADH coupling,SF-1 act
C=CCSc1nnc(Cn2c(=O)sc3ccccc32)n1C,0.9,1.06,-10.7,1.04,-0.5,18.6,0.8,10.0%,13.5
O=C(CCCNS(=O)(=O)c1cccc2nsnc12)NCc1ccc(Cl)cc1,0.9,1.06,1.4,1.02,-8.7,6.2,-1.9,8.0%,-8.6
COc1cccc(NC(=O)N(CCCN2CCOCC2)C(C)c2cc3cccc(OC)c3o2)c1 (configuration not stated),0.9,1.03,2.9,1.01,9.1,14.7,-1.6,2.0%,-3.8
CSC1=C(C#N)C(c2ccccc2Cl)C2=C(CCCC2=O)N1 (configuration not stated),0.9,1.16,5.0,1.03,-3.2,-15.4,2.2,5.0%,-11.7
CN1Cc2c(N)cccc2C(c2ccccc2)C1 (configuration not stated),0.9,0.98,2.1,0.96,/,-24.1,-2.7,4.0%,5.5
Cc1nnc(NC(=O)CSc2nccn2-c2cccc(C)c2C)s1,1,1.02,3.0,1.06,14.0,27.7,-3.5,5.0%,16.6
CC(C)NC(=O)CCCc1cn(C)c2ccccc12,1,1.04,-20.6,0.99,3.4,-6.7,0.4,5.0%,-8.7
Cc1ccn2cc(-c3ccc(S(=O)(=O)N4CCOCC4)cc3)nc2c1,1,2.23*,-400.1[fluorescence artefact?],1.09,-12.8,45.3,0.6,8.0%[fluoresces],20.5
Cc1ccc2[nH]c3c(c2c1)CN(C(=O)CN1CCN(c2ccccn2)CC1)CC3,1,1.07,0.4,1.01,/,27.4,1.7,4.0%,-13.0
Cc1cc(Nc2ccc(F)c(Cl)c2)n2ncnc2n1,0.9,1.06,3.6,1.05,-5.0,3.4,-1.7,1.0%,12.7
COc1cccc2cc(C(=O)OC3CCN(C)CC3)c(=O)oc12,0.9,1.07,3.7,0.99,-4.7,-6.3,-2.0,6.0%,-8.3
N#CC(C(=O)NC1CC1)c1nc2ccccc2nc1N1CCN(C/C=C/c2ccccc2)CC1 (configuration not stated),0.7,1.26,5.0,1.02,/,-2.2,0.2,3.0%,-0.9
CCOC(=O)C1CCCN(Cc2ccccc2F)C1 (configuration not stated),0.9,1.07,1.6,1.02,-1.1,-14.1,-5.5,2.0%,-18.3
CC(C)(C)c1ccc(OCC(O)CS(=O)(=O)c2ccccn2)cc1 (configuration not stated),0.9,1.04,-3.8,1.02,-9.0,3.6,-4.2,7.0%,10.3
CC(=O)Nc1sc2c(c1C#N)CCCCC2,0.8,1.02,0.1,0.99,-3.7,-4.7,-2.5,3.0%,10.3
Cc1nc2ccc(S(=O)(=O)NCC(=O)N3CCCC(C)C3)cc2s1 (configuration not stated),1,1.09,-0.5,0.99,-1.4,-15.9,-0.7,3.0%,3.8
COc1cccc(-n2c(SCC(N)=O)nnc2-c2c[nH]c3ccccc23)c1,1,1.09,-0.2,1.03,-8.5,-7.6,0.3,4.0%,6.3
CC12CCC(C(=O)N3CCN(Cc4ccccc4)CC3)(OC1=O)C2(C)C (configuration not stated),1,1.13,3.0,1.06,-3.7,-11.9,-0.7,3.0%,-18.2
O=C1C2CC=C(Cl)CC2C(=O)N1CC1Cc2ccccc2CO1 (configuration not stated),1,1.1,1.0,1.05,1.8,-21.5,-0.6,0.0%,-19.4
CC(C)CCn1nnnc1C(c1ccccc1F)N1CCC(C(N)=O)CC1 (configuration not stated),1.1,1.09,2.3,0.98,4.8,-12.2,-0.4,7.0%,-5.7
O=C(CSc1nnc([C@@H]2CCCN2)o1)c1ccc(Cl)cc1,0.9,1.07,3.9,1.03,-2.0,24.7,-2.1,2.0%,9.6
CCOC(=O)c1[nH]c(C)c(C(=O)NCCN2CCOCC2)c1C,1,1.07,9.2,1.05,-1.6,-15.2,0.5,0.0%,14.7
CCOc1ccccc1CNC(=O)CCN1C(=O)COc2ccccc21,1,1.03,-3.1,1.04,-0.7,-16.9,-1.5,2.0%,0.3
CCCN1CCN(CCCNC(=O)CN2C(=O)COc3ccccc32)CC1,1,1.1,1.8,1.02,-10.4,-4.3,-3.1,3.0%,-10.0
CCOC(=O)CSc1nnc(CNc2ccc(F)cc2)o1,0.9,1.04,-2.2,1.04,7.5,3.7,-3.8,9.0%,1.8

# Carrying on.
SMILES,TNAP act mid DEA,Autofluor 339,MMP-13 inhibitor,Abs 340nm,5HT1a antag,RORA act,HTR1A agonist,NADH coupling,SF-1 act
CCn1c(COc2ccc3c(c2)OCO3)nnc1SCC(=O)c1ccccc1,0.8,1.06,5.5,1.01,-3.8,15.5,-0.6,3.0%,13.4
CC(=O)Nc1ccc(NC(=O)C2CC(=O)N(c3cccc(C)c3C)C2)cc1 (configuration not stated),1,1.13,-6.1,1.02,5.9,15.5,-0.9,5.0%,0.2
O=S(Cc1ccc(Cl)cc1)CC(O)COCc1ccc(Cl)cc1 (configuration not stated),1,1.12,3.7,1.01,5.0,14.3,-0.9,1.0%,-30.3
CCOc1cc(C)c(C(C)C)cc1S(=O)(=O)N1CC(C)OC(C)C1 (configuration not stated),0.9,1.09,1.6,1,-17.3,-2.2,1.2,5.0%,-6.4
CCc1cccc(C)c1NC(=O)CCCC(=O)O,0.9,1.09,4.0,1.06,2.6,9.8,-0.8,4.0%,8.1
CC(C(=O)Nc1ccccn1)N1C(=O)C2C3C=CC(C3)C2C1=O (configuration not stated),0.8,1.03,4.8,1,-7.1,-7.9,-4.3,4.0%,9.7
Cc1sc2nc(-c3cccs3)nc(N3CCCN(C)CC3)c2c1C,1,1.89,-13.0,1.09,17.5,5.2,-0.7,14.0%,14.6
Cc1ccc(S(=O)(=O)N2CCC(C(=O)NCCCN3CCCCCC3)CC2)cc1,1,0.98,-1.7,1,3.3,0.9,2.0,7.0%,13.5
COCCn1cc(C(=O)N2CCC(C)CC2)c2c3ccccc3n(C)c2c1=O,0.9,4.76*,-78.1[fluorescence artefact?],1.09,17.7,-10.9,-4.0,9.0%[fluoresces],13.0
OCCNc1nc2ccc(Cl)cc2[nH]1,0.9,1.06,6.0,1,-7.5,5.4,-0.7,2.0%,7.1
CCC(=O)N(Cc1cc2cc(OC)ccc2[nH]c1=O)c1ccccc1C,0.9,3.71*,-49.1,1.04,-2.3,-6.3,0.0,11.0%,-4.4
CC(=O)n1nc(-c2cccnc2)nc1N,0.8,1.13,-0.3,1.02,-12.3,2.5,0.0,3.0%,2.5
O=C(C1CCN(S(=O)(=O)c2ccc(F)cc2)CC1)N1CC=C(c2ccccc2)CC1,1,1.12,4.3,1.07,-5.7,-12.7,0.4,5.0%,8.4
Cc1cc2nc(-c3ccc(SCC(=O)N4CCN(C(=O)c5ccco5)CC4)nc3)[nH]c2cc1C,0.9,4.44*,-63.7[fluorescence artefact?],1.29,8.3,45.5,-0.3,9.0%[fluoresces],31.7
Nc1c2c(nc3ccccc13)N(c1ccccc1)CC2,0.9,2.27*,-92.6[fluorescence artefact?],1.08,/,5.6,2.9,21.0%[fluoresces],1.9
Cc1nc2ccccc2c2oc(C(=O)NCc3ccc4c(c3)OCO4)cc12,1,1.06,-14.5,1.04,-2.8,2.7,-2.5,2.0%,-18.2
CCCCCCS(=O)[C@H]1CS(=O)(=O)C[C@@H]1S(=O)CCCCCC (some centres not stated),0.9,1.06,0.6,0.98,-14.1,-21.0,-0.1,3.0%,-6.6
Cc1noc(C)c1C(=O)NCCC1=CCCCC1,1.1,1.09,-0.3,1.02,4.5,-5.6,-0.2,3.0%,1.6
COC(=O)Cc1nc2ccccc2[nH]1,0.9,1.1,-11.9,1.02,-17.8,-13.2,1.5,4.0%,-14.2
O=C(CCC(=O)Nc1nnc(C2CCCCC2)s1)NCc1cccs1,0.9,1.07,-6.9,1.05,-10.2,-2.7,0.7,6.0%,5.0
CCCCCOC(=O)c1ccccc1C(=O)O,0.8,1.07,2.6,1.03,1.9,-7.6,0.8,6.0%,-2.7
CCOC(=O)N1CCC(NC(=O)C2CCCN(c3nc4ccccc4o3)C2)CC1 (configuration not stated),0.9,1,0.1,0.99,-13.9,-4.4,1.7,7.0%,-4.4
Cc1ccc(-n2c(N)c(C(=O)N3CCCCC3)sc2=S)cc1,0.9,1.05,5.6,1.11,5.6,-17.4,-3.7,5.0%,1.6
O=C(Cc1cn2ccsc2n1)Nc1ccccc1Oc1ccccc1,0.9,1.08,1.0,1,3.6,0.5,-1.1,5.0%,-0.5
COCCn1nnnc1SCC(=O)c1ccc(F)cc1,0.9,1.02,5.0,1,17.0,19.0,0.7,3.0%,6.5

# Following part
SMILES,TNAP act mid DEA,Autofluor 339,MMP-13 inhibitor,Abs 340nm,5HT1a antag,RORA act,HTR1A agonist,NADH coupling,SF-1 act
CC1(C)CC(=O)N(c2ccccc2)C1(C)O (configuration not stated),1,1.08,2.8,1.01,-0.7,-0.7,-3.6,3.0%,-12.1
Cc1ccc(-c2csc(N3CCC(C(N)=O)(N4CCCCC4)CC3)n2)cc1,0.9,1.11,3.1,1.06,14.9,-4.1,3.1,2.0%,-3.3
COC(=O)c1cc2occc2n1CC(=O)N(C)C1CCCCC1,1,1.11,4.4,0.99,9.0,0.0,-2.2,5.0%,-0.6
Cc1c(NC(=O)C(C)OC(=O)COc2cccc3c2OC(C)(C)C3)c(=O)n(-c2ccccc2)n1C (configuration not stated),0.9,1.01,0.8,0.98,-13.7,-2.2,-1.6,4.0%,-8.8
CCN(CC)S(=O)(=O)c1ccc(C(=O)OCCN2C(=O)CCC2=O)cc1,1,1.08,8.8,1.06,-4.7,-10.6,-3.6,0.0%,-2.5
COc1ccccc1NC=C1C(=O)OC2(CCCCC2)OC1=O,1,1.15,4.6,1.18,-0.6,0.1,1.8,7.0%,19.5
CCOc1cc2[nH]c(=O)n(CCc3ccc(OC)c(OC)c3)c(=O)c2cc1OCC,1,1.29,-0.8,1.02,1.6,4.5,-1.5,3.0%,0.1
CCN1C(=O)c2cccc3c(S(=O)(=O)Nc4c(C)n(C)n(-c5ccccc5)c4=O)ccc1c23,0.9,1.12,0.0,1.08,4.6,9.4,-1.9,4.0%,-9.0
COc1ccc(C2C=C(c3ccc(Br)s3)Nc3ncnn32)cc1OC (configuration not stated),0.9,1.95,-5.9,1.1,33.8,-12.8,-2.2,8.0%,-21.8
O=C(COc1ncnc2c(Cl)cc(Cl)cc12)N1CCCCC1,0.9,1.01,3.6,1,-10.5,-6.0,-2.2,4.0%,-2.8
O=C(Nc1ccc(S(=O)(=O)N2CCCc3ccccc32)cc1)C1CCCO1 (configuration not stated),0.9,1.01,2.6,1.02,-2.2,2.0,-2.0,7.0%,-6.9
CC(=O)NC(Cc1c[nH]c2ccccc12)C(=O)N1CCc2ccccc2C1 (configuration not stated),1,1.02,1.8,0.99,-7.9,-14.5,-2.5,5.0%,-9.0
Cc1noc2nc(-c3cccs3)cc(-c3nnc4n3CCCCC4)c12,1,2.07*,-208.9[fluorescence artefact?],1.17,-1.1,6.3,-0.4,6.0%[fluoresces],1.7
